KCNQ1 inh: inhibitors of human KCNQ1 potassium channel. 310,000 compounds, 1.3% hits. AID 2642. CHO-K1 KCNQ1, FluxOR thallium flux fluorescence; stronger effect = higher value. B-score at 10 µM;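 active = compounds whose thallium flux B-score, printed positive for inhibition, exceeds three library SD while starting fluorescence stays within three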;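 note: channel opened by potassium depolarization with thallium stimulus after 20 min compound exposure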
Dyrk1A ADPGlo: Dyrk1A (rat) kinase inhibition; ADP-Glo luminescence, NFATc1 peptide; 310,000 compounds, 0.43% hits; Q63470; AID 504441; inhibition, % at 12.5 µM; in the data active = inhibition above about 50%;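 note: plate controls were vehicle with enzyme for no effect and no enzyme for full effect; many of its hits are not listed in these tables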
TMEM16A inh: inhibitors of mouse TMEM16A calcium-activated chloride channel. Q8BHY3. HEK293 TMEM16A/YFP iodide influx fluorescence, ionomycin. normalized B-score (activity score, 25-100; higher = stronger inhibition) at 10 µM. 310,000 compounds, 1.2% hits. AID 588511;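 active = ratio plate-corrected score three or more library SD toward inhibition, starting fluorescence score within five deviations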;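 note: score derived from kinetic fluorescence span divided by baseline fluorescence per well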
KCNK3 block: human KCNK3 channel inhibition, primary screen; AID 602410; B-score at 10 µM; O14649; 340,000 compounds, 0.84% hits; CHO-KCNK3 thallium flux, FluxOR fluorescence; stronger effect = lower value;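 active = B-score under library mean minus 4 SD, starting fluorescence ratio at most library mean plus 5 SD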;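 note: more negative B-score means stronger inhibition of thallium flux through KCNK3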
HDAC3 inh: blocks human histone deacetylase 3 | inhibition, % at 8.3 µM | recombinant HDAC3, fluorogenic peptide/trypsin coupled, fluorescence | O15379 | 320,000 compounds, 0.15% hits | AID 2718; in the data active = inhibition above about 26%, passing the limit was not always enough
KCNQ1 act: potentiates or activates the human KCNQ1 potassium channel; P51787; B-score at 10 µM; 310,000 compounds, 0.35% hits; CHO-K1 KCNQ1, thallium flux FluxOR fluorescence; stronger effect = higher value;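 active = fluorescence ratio B-score, a plate-corrected score, at least three library SD, with initial intensity B-score within 5 SD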
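Assay system: CHO-K1 cells stably expressing KCNQ1; Medium: assay buffer with matched DMSO; Also added: K+/Tl+ depolarizing stimulus; Dosing: single dose; Timing: dye 90 min, compound 20 min, room temperature; Measured by: kinetic FluxOR thallium fluorescence, 10-s 1-Hz baseline, 110-s post-stimulus read; Read-out: peak-minus-minimum fluorescence over initial fluorescence, negative-control normalized, B-scored.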
TRPC4 agonist: activators of mouse TRPC4 channel; Q9QUQ5; HEK293 TRPC4beta/mu-opioid, Fluo4 calcium fluorescence; stronger effect = higher value; B-score at 10 µM; 310,000 compounds, 0.49% hits;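 active = B-score above 5 SD of library B-scores, and initial fluorescence ratio not above library mean plus 5 SD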;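 note: positive B-score marks a calcium rise read as TRPC4 activation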
Target sequence (Q9QUQ5 whole entry, looked up): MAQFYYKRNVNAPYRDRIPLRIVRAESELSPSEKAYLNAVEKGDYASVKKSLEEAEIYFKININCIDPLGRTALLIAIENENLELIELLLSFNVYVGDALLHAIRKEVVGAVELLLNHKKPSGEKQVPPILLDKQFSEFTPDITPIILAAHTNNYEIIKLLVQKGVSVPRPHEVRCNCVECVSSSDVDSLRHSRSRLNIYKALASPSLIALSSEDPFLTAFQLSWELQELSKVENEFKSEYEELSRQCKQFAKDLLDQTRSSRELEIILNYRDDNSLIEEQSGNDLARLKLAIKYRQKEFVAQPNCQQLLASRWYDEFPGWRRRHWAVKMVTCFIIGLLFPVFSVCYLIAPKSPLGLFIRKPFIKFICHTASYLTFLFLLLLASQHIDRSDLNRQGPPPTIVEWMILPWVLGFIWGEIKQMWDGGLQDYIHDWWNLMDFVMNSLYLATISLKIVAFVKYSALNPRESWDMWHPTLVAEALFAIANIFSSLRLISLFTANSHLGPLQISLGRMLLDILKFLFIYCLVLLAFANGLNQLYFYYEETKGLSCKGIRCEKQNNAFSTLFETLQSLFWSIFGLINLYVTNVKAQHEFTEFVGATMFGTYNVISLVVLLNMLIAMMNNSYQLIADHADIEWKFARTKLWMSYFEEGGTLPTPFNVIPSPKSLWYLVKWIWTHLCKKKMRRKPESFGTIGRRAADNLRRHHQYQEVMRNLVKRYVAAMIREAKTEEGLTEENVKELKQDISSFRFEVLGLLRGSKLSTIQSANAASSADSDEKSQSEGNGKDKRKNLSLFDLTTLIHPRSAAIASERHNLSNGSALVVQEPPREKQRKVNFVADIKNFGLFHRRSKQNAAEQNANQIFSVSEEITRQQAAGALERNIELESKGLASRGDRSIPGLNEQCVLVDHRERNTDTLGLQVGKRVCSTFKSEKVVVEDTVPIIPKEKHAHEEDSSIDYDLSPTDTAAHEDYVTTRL
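Assay system: HEK293 stable line with TRPC4beta plus mu-opioid receptor. Times: dye 45 min RT, read 110 s. Measured by: kinetic Fluo4 calcium fluorescence. Measure: B score of integrated ratio. Controls: assay buffer as low control, maximal DAMGO as high control.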
KCNK9 block: inhibitors of human KCNK9 two-pore domain potassium channel; Q9NPC2; HEK293 KCNK9, FluxOR thallium flux fluorescence; stronger effect = lower value; B-score at 10 µM; 310,000 compounds, 1.2% hits; AID 488922;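 active = ratio B-score over 3 SD below the library mean, with starting fluorescence within 5 SD of its mean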;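 note: negative B-score means less thallium flux so channel inhibition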
TMEM16A act: mouse TMEM16A channel activation, primary screen. B-score at 10 µM. 340,000 compounds, 0.3% hits. HEK293 TMEM16A/YFP-H148Q/I152L, iodide quench fluorescence; stronger effect = lower value;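 active = fluorescence-ratio B-score plate-corrected deviation score at least 3 library SD below zero, with starting fluorescence score within 5 deviations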;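 note: channel opened by trigger with iodide after compound preincubation; score built on the fluorescence ratio of max minus min over baseline; more negative score means more quench and so TMEM16A activation or potentiation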
hERG rescue: hERG (human) protection from proarrhythmic block; Q12809; CHO-hERG, FluxOR thallium flux, dofetilide IC70 present; activation (rescue from dofetilide block), less the hit threshold, % at 10 µM; 310,000 compounds, 0.51% hits;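 active = activation above the mean of controls blocked by dofetilide plus 5 SD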;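 note: thallium influx through hERG after potassium depolarization seen as dye fluorescence rise; in these data hits start at about 4.7%; inactives centre near -7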
TRPC4 potent: TRPC4 (mouse) allosteric potentiation | Q9QUQ5 | HEK293 TRPC4beta/mu-opioid, DAMGO EC20, Fluo-4 Ca2+ flux; stronger effect = higher value | B-score at 10 µM | 310,000 compounds, 0.42% hits;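 active = B-score of calcium response area above 5 SD of library B-scores, with initial fluorescence ratio within 5 SD of library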;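 note: B-score of integrated fluorescence ratio over time as area under calcium response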
Starred values were filed as active, the others as inactive; i = inactive; . = no result given. These rows are one share of the data (hit frequency here may not be typical).

SMILES	KCNQ1 inh	Dyrk1A ADPGlo	TMEM16A inh	KCNK3 block	HDAC3 inh	KCNQ1 act	TRPC4 agonist	KCNK9 block	TMEM16A act	hERG rescue	TRPC4 potent
CC1CCCC(C(=O)OCc2ccccc2)N1 (configuration not stated)	i	-4	i	i	-1	i	i	i	i	3	i
COc1ccccc1NS(=O)(=O)c1cccc(C(=O)NCC(c2ccco2)N(C)C)c1 (configuration not stated)	i	3	i	i	2	i	i	i	i	-10	i
O=C1NC(c2ccccc2)=C(c2nc3ccccc3s2)C(c2ccc(F)cc2)N1 (configuration not stated)	i	0	i	i	0	i	i	i	i	-11	11*
CC/C(Cc1ccccc1)=N/NC(=O)CCn1nnc2ccccc21	i	-6	i	i	-1	i	i	i	i	-9	i
COc1ccc(NC2CCCN(C(=O)c3cc(CC(C)C)nc(N)n3)C2)cc1 (configuration not stated)	i	-7	i	i	6	i	i	i	i	-6	i
CCOc1ccc(C(=O)Nc2c(C(N)=O)oc3ccccc23)cc1	i	9	i	i	4	i	i	i	i	-9	i
COc1ccc(-c2nc3ccccc3n2OC(C)C(=O)O)cc1 (configuration not stated)	i	-2	i	i	1	i	i	i	i	-1	i
CCCNC(=O)CS(=O)(=O)c1ccccc1	i	4	i	i	0	i	i	i	i	-11	i
Cc1nn(-c2ccccc2[N+](=O)[O-])c(=O)c2ccccc12	i	1	i	i	3	i	i	i	i	-6	i
CC1CCCC(C)N1C(=O)CSc1ccc(-c2ccc3c(c2)OCCO3)nn1 (configuration not stated)	i	-1	i	i	2	i	i	i	i	-8	i
COc1ccc(Cl)cc1NC(=O)CNc1ccc(F)cc1C	i	-1	i	i	8	i	i	i	i	-9	i
CC(C)c1ccc(/C=C2\SC(N3CCCC3)=NC2=O)cc1	i	-2	i	i	7	i	i	i	i	-15	i
CCCc1nc2ccc(NC(=O)c3ccco3)cc2c(=O)n1Cc1ccc(Cl)cc1	i	-3	i	i	13	i	i	i	i	-18	i
COc1ccc(NC(=O)C(=O)NCCN2CCN(C(=O)c3cccs3)CC2)cc1	i	0	i	i	-3	i	i	i	i	-9	i
C#CCn1c(=NC(=O)c2cc(Cl)sc2Cl)sc2cc(S(N)(=O)=O)ccc21	i	-1	i	i	.	i	i	i	i	2	i
Cc1ccc(Cn2ccc(NC(=O)c3cc(-c4cccs4)on3)n2)cc1	i	-1	i	i	-3	i	i	i	i	-8	i
O=c1c2cc(N3CCOCC3)ccc2[nH]c(=S)n1CCN1CCCC1	i	-2	i	i	16	i	i	i	i	-13	i
Cc1cccc(NC(=O)[C@@H]2CCCN2C(=O)OC(C)(C)C)c1C	i	0	i	i	-1	i	i	i	i	-7	i
CCOc1ccccc1Nc1nnc(SCC(=O)NC(Cc2c[nH]c3ccccc23)C(=O)O)s1 (configuration not stated)	i	2	i	i	4	i	i	i	i	-13	i
O=C(CN1CCN(Cc2ccccc2)CC1)Nc1nc2ccccc2s1	i	32	i	i	-1	i	i	i	i	-8	i
CCN(CC)S(=O)(=O)c1ccc2oc(C(=O)N3CCCCCC3)c(C)c2c1	i	-4	i	i	2	i	i	i	i	-14	i
O=C(Oc1cc(=O)oc2ccccc12)c1cccnc1Cl	i	2	i	i	-11	i	i	i	i	-10	i
Cc1ccc2c(c1)C(=O)C(=O)N2CCOc1ccccc1	i	1	i	i	2	i	i	i	i	-13	i
Cc1cc(=O)n2nc(N3CCCC(C(=O)NC(C)c4ccccc4)C3)sc2n1 (configuration not stated)	i	-3	i	i	3	i	i	i	i	-14	i
COc1cccc(-n2c(C)nc3c(cnn3-c3ccc(Cl)cc3)c2=O)c1	i	-6	i	i	-12	i	i	i	i	-4	i

Next part
SMILES	KCNQ1 inh	Dyrk1A ADPGlo	TMEM16A inh	KCNK3 block	HDAC3 inh	KCNQ1 act	TRPC4 agonist	KCNK9 block	TMEM16A act	hERG rescue	TRPC4 potent
CCCCNC(=O)CSc1nnc(-c2c[nH]c3ccccc23)n1CC1CCCO1 (configuration not stated)	i	-3	i	i	-3	i	i	i	i	-7	i
COc1cc(SC)ccc1C(=O)Nc1cc(C)c(OCC(=O)N2CCOCC2)c(C)c1	i	7	i	i	.	i	i	i	i	-7	i
COc1ccccc1C(=O)COC(=O)c1cc(S(=O)(=O)N2CCCCC2)ccc1N1CCOCC1	i	1	i	i	7	i	i	i	i	-10	i
CC(C)OCCCn1c(=N)c(C(N)=S)cc2c(=O)n3ccccc3nc21	i	10	i	i	-139	i	i	i	i	-15	i
COc1ccc(S(=O)(=O)N2CCCC2C(=O)Nc2nccs2)cc1 (configuration not stated)	i	-3	i	i	3	i	i	i	i	-5	i
NC(=O)CSc1nnnn1-c1cccc(Cl)c1	i	3	i	i	3	i	i	i	i	-9	i
O=C(COC(=O)CN1C(=O)NC2(CCCC2)C1=O)Nc1ccc(C(F)(F)F)cc1[N+](=O)[O-]	i	-2	i	i	5	i	i	i	i	-3	i
CSc1nc(Oc2ccc(F)cc2)c2ccccc2n1	i	-1	i	i	-4	i	i	i	i	-6	i
Cc1cccc(N2CCN(C(=O)c3nn(C)c4c3CS(=O)(=O)c3ccccc3-4)CC2C)c1 (configuration not stated)	i	.	i	i	1	i	i	i	i	-11	i
CCn1cnc2c1c(=O)n(CC(=O)NCC(F)(F)F)c(=O)n2Cc1ccccc1	i	-11	i	i	-9	i	i	i	i	-11	i
COc1cc(C2C3=C(CCCC3=O)Nc3c2c(C)nn3-c2cccc(C)c2)cc(OC)c1O (configuration not stated)	i	1	i	i	-1	i	i	i	i	-15	i
CCOc1ccc(C(=O)NCC(c2cccs2)N(C)C)cc1OCC (configuration not stated)	i	-1	i	i	2	i	i	i	i	-5	i
CC1(c2ccc(Cl)cc2)NC(=O)N(CC(=O)NCc2ccc(F)cc2)C1=O (configuration not stated)	i	-2	i	i	-11	i	i	i	i	0	i
CCOc1ccc(N(C(C)C(=O)N2CCCCCC2)S(C)(=O)=O)cc1 (configuration not stated)	i	-4	i	i	4	i	i	i	i	0	i
CC1CCCCN1C(=O)CSc1nc(N)nc(N)n1 (configuration not stated)	i	11	i	i	1	i	i	i	i	-15	i
CN1C(=O)/C(=C2\SC(N3CCCCCC3)=NC2=O)c2ccccc21	i	-4	i	i	-1	i	i	i	i	-11	i
CC(C)(C)C(=O)NC(C(N)=O)=C(Cl)Cl	i	6	i	i	1	i	i	i	i	-10	i
COC(=O)Cn1c(C)nc2ccccc21	i	0	i	i	-13	i	i	i	i	-9	i
O=C(NCc1ccccc1)c1ccc(S(=O)(=O)N2CCCC2)cc1	i	3	i	i	7	i	i	i	i	-8	i
Cc1cc(=O)oc2c(N)c(O)ccc12	i	11	i	i	6	i	i	i	i	-4	i
c1cncc(-c2nc3ccccc3s2)c1	i	5	i	i	-3	i	i	i	i	-9	i
Cc1ccc(S(=O)(=O)N2CCN(C(=O)CC(C)n3cncn3)CC2)cc1 (configuration not stated)	i	-1	i	i	0	i	i	i	i	-4	i
COc1ccccc1NS(=O)(=O)c1ccc2oc(=S)[nH]c2c1	i	-3	i	i	6	i	i	i	i	-12	i
O=C(Nc1ccc([N+](=O)[O-])cc1)c1ccccc1	i	1	i	i	-8	i	i	i	i	-5	i
COc1ccc(C2N(Cc3ccccc3)CC(=O)N2/N=C(\C)c2ccccc2)cc1 (configuration not stated)	i	-1	i	i	6	i	i	i	i	-7	i

The final three entries of the section above are carried over, then new ones follow:
SMILES	KCNQ1 inh	Dyrk1A ADPGlo	TMEM16A inh	KCNK3 block	HDAC3 inh	KCNQ1 act	TRPC4 agonist	KCNK9 block	TMEM16A act	hERG rescue	TRPC4 potent
COc1ccccc1NS(=O)(=O)c1ccc2oc(=S)[nH]c2c1	i	-3	i	i	6	i	i	i	i	-12	i
O=C(Nc1ccc([N+](=O)[O-])cc1)c1ccccc1	i	1	i	i	-8	i	i	i	i	-5	i
COc1ccc(C2N(Cc3ccccc3)CC(=O)N2/N=C(\C)c2ccccc2)cc1 (configuration not stated)	i	-1	i	i	6	i	i	i	i	-7	i
CN(C)CCCCOc1ccccc1-c1ccccc1	i	-3	i	i	3	i	i	i	i	-9	i
Cc1ccc(C(=O)COC(=O)CN2C(=O)C3C4CCC(C4)C3C2=O)cc1C (configuration not stated)	i	-6	.	i	.	i	i	i	i	-2	i
O=C(CC(C(=O)O)c1cccc(Cl)c1)c1ccccc1 (configuration not stated)	i	0	i	i	-4	i	i	i	i	-13	i
S=c1[nH]nc(-c2cccnc2)n1C1CCCCC1	i	-3	i	i	-7	i	i	i	i	-8	i
COc1ccc(CN2CCN(CCCc3ccccc3)CC2)c(OC)c1	i	.	i	.	-2	i	i	i	.	-10	i
COc1ccc(OC)c(C(C)NC(C)=O)c1 (configuration not stated)	i	-1	i	i	-3	i	i	i	i	-7	i
CCN(CC)c1ccc(C(=O)NNC(=O)CCc2nc3ccccc3c(=O)[nH]2)cc1	i	2	i	i	0	i	i	i	i	-6	i
CCCC(c1nnnn1C(C)(C)CC)N(CCCO)Cc1cc2cc(C)cc(C)c2[nH]c1=O (configuration not stated)	i	-2	i	i	4	i	i	i	i	-14	i
COc1ccc(-c2nc3ccccn3c2/N=C/c2ccc(OC)c(OC)c2)cc1O	i	3	i	i	-8	i	i	i	i	-19	i
COC(=O)C1CCCCN1C(=O)c1cc(COc2cccc3cnccc23)on1 (configuration not stated)	9*	2	25*	i	-15	i	i	i	i	-22	i
O=C(CS(=O)c1ccc(C(F)(F)F)cc1[N+](=O)[O-])Oc1ccccc1 (configuration not stated)	i	4	i	i	-2	i	i	i	i	-8	i
Cn1c(CN2CCOCC2)nnc1SCC(=O)Nc1cc(Cl)ccc1Cl	i	-4	i	i	5	i	i	i	i	-1	i
CCOC(=O)c1cnn(C)c1NC(=O)c1ccc([N+](=O)[O-])cc1	i	-3	i	i	2	i	i	i	i	-4	i
N#Cc1nc(-c2ccc(F)cc2)oc1NCc1ccco1	i	.	i	i	-5	i	i	i	i	-3	i
CCCc1cc(C(=O)N/N=C/c2ccc(CC)s2)c2ccccc2n1	i	-1	i	i	-1	i	i	i	i	-6	i
Cc1nn(CCCC(=O)N2CCN(c3ccc(F)cc3)CC2)c(C)c1[N+](=O)[O-]	i	1	i	i	.	i	i	i	i	-7	i
